PPC-1+TRAIL kill: compounds killing PPC-1 cancer cells with TRAIL present, primary screen, TRAIL potentiator project, ATPLite luminescence, uHTS; PPC-1 cells + TRAIL, ATPLite viability luminescence; cell killing (% activity), % at 4 µM; 0.41% of 220,000 active; AID 1443, 2008;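 active = cell killing above 50% in the first pass at 4 µM, then a duplicate retest at 5 µM averaging 50% or more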;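 also: plate controls were cells with TRAIL plus DMSO for no effect and medium-only wells lacking cells for full effect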
Ba/F3 V617F tox: reduced viability of JAK2V617F-dependent Ba/F3 cells, primary screen, JAK2V617F inhibitor project, cell-based, Ba/F3 EpoR-JAK2V617F, luminescence. inhibition, % at 5.6 µM. ATP luminescence. 1.1% of 220,000 active;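 active = inhibition above the campaign mean plus 3 SD over all tested compounds, cut at about 24% in these data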;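 also: cytokine-independent growth of Ba/F3 cells driven by EpoR plus mutant JAK2; 0% = DMSO-treated cells and 100% = JAK inhibitor I control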
Wee1 stabilizer: Wee1 degradation inhibitors, primary screen, cell-based, HeLa, Wee1K328M-luciferase, luminescence. Wee1-like protein kinase (Homo sapiens), P30291. HeLa Luc-Wee1K328M stability; 100% = proteasome inhibitor MG132 effect. reporter increase, % at 5 µM. 1.2% of 220,000 active. AID 1321, 2008;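 active = activation above the mean of all tested compounds plus 3 SD, set per screening run, cut at about 8.8% in these data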;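 also: cells exposed to compound for 20 h before luminescence read; 0% = DMSO alone and 100% = MG132 at 30 µM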
Target sequence (P30291 whole entry K328M): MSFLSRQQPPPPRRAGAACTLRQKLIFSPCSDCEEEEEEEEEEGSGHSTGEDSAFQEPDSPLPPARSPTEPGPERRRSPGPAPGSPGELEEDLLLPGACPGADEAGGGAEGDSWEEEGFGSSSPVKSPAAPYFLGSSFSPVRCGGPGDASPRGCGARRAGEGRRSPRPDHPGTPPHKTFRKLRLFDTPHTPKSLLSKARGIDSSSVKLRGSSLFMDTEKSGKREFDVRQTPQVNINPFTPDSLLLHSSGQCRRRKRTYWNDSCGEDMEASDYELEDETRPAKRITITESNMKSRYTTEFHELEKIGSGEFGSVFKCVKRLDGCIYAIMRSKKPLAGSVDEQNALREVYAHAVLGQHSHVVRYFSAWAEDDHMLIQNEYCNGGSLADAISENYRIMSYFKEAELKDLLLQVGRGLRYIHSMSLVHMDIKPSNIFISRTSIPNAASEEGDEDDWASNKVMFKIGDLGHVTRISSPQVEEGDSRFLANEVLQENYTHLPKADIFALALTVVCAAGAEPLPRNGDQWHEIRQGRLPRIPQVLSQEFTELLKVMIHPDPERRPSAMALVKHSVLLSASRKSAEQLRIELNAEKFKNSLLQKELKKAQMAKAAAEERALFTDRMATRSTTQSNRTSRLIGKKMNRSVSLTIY
RBBP9 inhibitor: human RBBP9 inhibitors, primary screen, biochemical, fluorescence polarization, FP-Rh probe, HTS | Serine hydrolase RBBP9 (Homo sapiens), O75884 | recombinant RBBP9 | inhibition, % at 7.94 µM | 0.2% of 220,000 active | AID 1515, 2009;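 active = inhibition above the campaign mean of all tested compounds plus 3 SD, cut at about 14% in these data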;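 also: plate controls were DMSO wells with RBBP9 for no effect and wells lacking RBBP9 protein for full effect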
Target sequence (O75884 whole entry, looked up): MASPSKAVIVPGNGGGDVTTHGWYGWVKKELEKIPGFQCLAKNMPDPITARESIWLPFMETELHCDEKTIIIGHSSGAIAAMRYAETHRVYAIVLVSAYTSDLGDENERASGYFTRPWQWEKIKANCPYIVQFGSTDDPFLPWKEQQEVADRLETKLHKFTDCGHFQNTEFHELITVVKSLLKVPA
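Measured by – fluorescence polarization · Test system – RBBP9 protein · Input – 2.5 µM RBBP9 dispensing solution, before mixing · Measure – percent inhibition from mP, scaled between DMSO and no-protein wells · Benchmarks – DMSO-treated enzyme wells and wells lacking RBBP9 · Times – preincubation 30 min plus labeling 45 min at 25 °C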
CHOP inh: inhibitors of CHOP promoter induction, primary screen, cell-based, unfolded protein response, luciferase reporter; CHO-K1 CHOP-promoter luciferase, tunicamycin-induced, 15-18 h; inhibition, % at 10 µM; 3.8% of 220,000 active; AID 2732, 2010;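 active = compounds that reduced the stress-induced luciferase reporter signal by more than about 70% of percent inhibition, limit read from the data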;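 also: 0% = tunicamycin plus vehicle and 100% = wells without tunicamycin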
BaF3 tox: parental Ba/F3 cell viability inhibition, counter-screen for JAK2V617F inhibitor project, murine pro-B, CellTiter-Glo luminescence; 1.1% of 220,000 active; inhibition, % at 5.6 µM; AID 1486, 2009; CellTiter-Glo ATP luminescence;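 active = inhibition above a per-campaign cutoff, the mean inhibition of all tested compounds plus 3 SD, cut at about 27% in these data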;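 also: 0% = DMSO wells and 100% = JAK Inhibitor I control wells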
TRPN1 ag: zebrafish TRPN1 channel agonists, primary screen, cell-based, HEK293, calcium fluorescence. HEK293 zebrafish TRPN1-YFP, Fluo-8 calcium fluorescence; 100% = response to 87 µM carbachol. activation, % at 3 µM. 0.18% of 220,000 active. AID 1424, 2008;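 active = activation above its plate's cutoff, the mean activation of test wells on that plate plus 3 SD, cut at about 19% in these data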;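 also: 0% = DMSO alone and 100% = 87 µM carbachol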
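Material: zebrafish TRPN1-YFP in HEK293 cells. Doses: one dose of 3 µM, 0.3% DMSO. Incubation: dye 1 h 37 °C plus 30 min RT. Measured by: intracellular calcium fluorescence with Fluo-8.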
TNF death inh: inhibitors of TNF-alpha triggered necroptosis, primary screen, cell-based, Jurkat FADD-/-, single concentration; 0.068% of 220,000 active; Jurkat FADD-/- TNF necroptosis rescue, ATP luminescence, 24 h; 0 = TNF only, 100 = no-TNF cells; activation (protection from cell death), % at 10 µM;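 active = activation, meaning protection from cell death, of at least 50% relative to plate controls; inactive = activation below 50%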;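 also: necroptosis triggered by 40 ng/mL TNF-alpha added together with compound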
TRPML3 agonist: human TRPML3 channel agonists, primary screen, cell-based, HEK293 TRPML3-YFP, Fluo-8 calcium fluorescence, 3 µM. activation, % at 3 µM. 100% = the carbachol control signal. Mucolipin-3 (Homo sapiens), Q8TDD5. 0.29% of 220,000 active;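 active = activation above its plate's cutoff, the mean activation of the plate's test wells plus 3 SD, cut at about 12% in these data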;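 also: 0% = DMSO only wells and 100% = carbachol wells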
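Test system: TRPML3-YFP stable HEK293 cells. Doses: single point at 3 µM. Incubation: dye loading 1 h 37 °C then 30 min ambient, 125 s read. Signal: Fluo-8 calcium dye fluorescence, ex 470-495, em 515-575 nm. Measure: percent activation from peak-to-basal fluorescence ratio, scaled between DMSO and carbachol.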
The depositor's hits bear a star; x = not tested or not shown.

Structure	TNF death inh	CHOP inh	TRPML3 agonist	PPC-1+TRAIL kill	Wee1 stabilizer	RBBP9 inhibitor	TRPN1 ag	BaF3 tox	Ba/F3 V617F tox
Cc1ccc(Nc2ncccc2C(N)=O)cc1[N+](=O)[O-]	0.5	-2	0.7	15	7	-5	0.3	4	1
CCOC(=O)c1sc(NC(=O)CSc2nc3ccccc3o2)c(C(=O)OCC)c1C	2.1	20	1.0	1	4	-4	2.5	7	1
COc1ccc(-c2cc(C(F)F)n3ncc(C(=O)N4CCc5ccccc54)c3n2)cc1	-9.3	21	0.2	5	2	0	1.8	5	-1
CC1=C(C)CC(C(=O)N2CCN(Cc3ccccc3)CC2)C(C(=O)O)C1 (stereo not given)	-0.9	-5	1.0	17	1	7	1.9	7	-1
OC(CN1CCN(Cc2ccccc2)CC1)Cn1c2ccccc2c2ccccc21 (stereo not given)	5.5	64	1.5	12	2	-10	0.4	6	-1
O=C(CCN1C(=O)C2CC=C(Cl)CC2C1=O)NCc1ccco1 (stereo not given)	-1.9	12	0.5	16	4	-17	-0.3	2	2
CCOC(=O)C(=O)Nc1ccc(OCc2ccccc2)cc1	0.7	23	3.2	20	-2	-3	5.8	6	-1
CCOC(=O)c1ccccc1NC(=O)CSc1ccccc1	-2.7	15	-1.2	5	-2	-5	-1.3	-1	-6
CN(C)c1ccc(NC(=O)CSc2nnc(-c3cccs3)n2Cc2ccco2)cc1	-0.3	-21	-0.6	18	0	-7	-2.0	2	-2
Cc1ccc(OCCNc2ccc(C(F)(F)F)cc2[N+](=O)[O-])cc1	1.4	29	0.5	7	0	-10	0.7	10	1
CCCCc1c(O)c2ccccc2n(CCCC)c1=O	0.1	10	0.4	26	-1	-10	-0.2	4	0
Cc1cnc([N+](=O)[O-])n1CCOC(=O)NC(=O)c1cccc(F)c1	1.0	-16	0.7	15	-3	0	-0.8	6	-1
O=C(CC1S/C(=N/N=C/c2c[nH]c3ccccc23)NC1=O)Nc1ccccc1 (stereo not given)	0.6	43	0.3	6	-3	-5	-0.2	-2	3
CSc1ncccc1C(=O)Nc1nc2ccc(S(C)(=O)=O)cc2s1	0.3	10	2.0	7	8.9*	-11	0.1	5	0
O=C(NCCN1CCOCC1)Nc1ccc(Cl)cc1Cl	-0.8	27	0.2	-5	-2	8	-0.3	2	-5
COc1ccc(OCC(=O)Nc2cc(C)c(Cl)cc2OC)c([N+](=O)[O-])c1	1.8	14	0.6	-1	-2	0	-2.1	-2	-5
COc1cc(/C=C2\SC(=S)N(c3cccnc3)C2=O)ccc1O	-1.5	90*	5.9	-29	-1	-23	21*	-9	1
O=S(=O)(c1ccc(OCC(O)CN2CCN(c3ccccc3)CC2)cc1)N1CCOCC1 (stereo not given)	-0.4	53	0.7	10	0	-5	3.2	2	-1
O=C(NN=C1CCCC1)C(=O)Nc1cccc(C(F)(F)F)c1	-1.5	19	-0.1	6	-2	0	0.2	0	-4
CCOC(=O)Nc1ccc(S(=O)(=O)NCc2ccccc2)cc1	-1.8	29	0.3	17	5	-6	4.5	2	0
CCCC1(CCC)C(=O)NC(=NCCc2ccc(OC)c(OC)c2)NC1=O	1.9	-9	-0.5	14	1	-1	-0.9	2	-1
CC/C(=N/N=C(\CC)c1ccccc1)c1ccccc1	0.9	42	1.2	16	3	3	1.1	8	2
CC12CC(NC(=O)N1CCc1ccccc1)c1cc(Cl)ccc1O2 (stereo not given)	-0.2	20	0.3	2	-1	-5	2.5	3	-2
Cc1nn(Cc2ccc(Cl)c(Cl)c2)c(C)c1NC(=O)c1sc2ccccc2c1Cl	-3.1	61	0.5	21	1	4	-0.5	3	-2
Cc1cccc(Oc2cnn(C(C)(C)C)c(=O)c2Cl)c1	-2.1	71*	-0.4	12	0	-13	2.5	2	2
O=C1CC(C(F)(F)C(F)(F)C(F)(F)C(F)(F)F)=Nc2ccccc2N1	1.0	26	0.7	28	4	-6	-0.3	1	3
N#Cc1ccsc1NC(=O)COC(=O)c1cc2ccccc2cc1O	1.8	57	0.4	8	-1	-5	1.8	8	3
CCOC(=O)c1nsnc1NCCSC(=N)N	0.3	2	0.2	5	1	-5	0.0	2	2
COc1ccc2c(c1)c1ncn(CCN3CCCC3)c(=O)c1n2C	-1.1	101*	0.2	20	2	-5	-0.1	1	5
CCCCNS(=O)(=O)c1ccc2nc(-c3cccnc3)cc(C(=O)NC(C)C)c2c1	1.5	5	0.1	8	19*	-12	0.3	5	-3
Cn1c2ccccc2c(=O)c2c(O)cccc21	-0.2	39	0.8	6	1	-7	-0.7	7	2
CN(N)C(=S)Nc1ccc(Cl)cc1	-0.4	6	-0.6	0	-2	-3	-2.5	4	-4
Cc1cc(NC(=O)COc2cccc3cccnc23)no1	-0.1	20	0.1	7	-1	-7	0.2	2	0
CO/N=C/c1cccn1-c1nccc(N(C)C)c1C#N	-1.0	5	0.6	3	1	-11	0.6	4	5
COC(CCN(C)C)(c1ccccc1)c1ccccc1	-2.4	20	0.2	20	-2	-2	0.8	2	0
CCC(C)(C)n1nnnc1C(c1cc2cc(C)ccc2[nH]c1=O)N1CCCC1 (stereo not given)	-0.8	0	1.1	32	1	-9	-0.8	8	-1
COc1ccccc1NC(=S)N(CCCN1CCOCC1)Cc1ccccn1	1.3	-12	0.4	-10	-2	-12	-1.3	4	-3
NC(=S)NC(=O)c1ccccc1	-0.7	0	0.9	5	1	-11	-0.2	1	1
CCCCNC(=O)CCCn1c(=S)[nH]c2cc3c(cc2c1=O)OCO3	0.1	27	0.7	-8	1	9	0.6	-1	-5
CCOc1cc(S(=O)(=O)n2nc(C)cc2C)ccc1Br	0.5	-9	0.2	3	1	2	0.3	3	1
OCC1C2c3ccccc3C(c3ccccc32)C1CO (stereo not given)	-2.5	6	0.7	12	3	-6	0.8	-3	0
O=C(CC1CCCCC1)c1c(O)c2ccccc2oc1=O	-0.7	44	0.3	-2	-3	-8	1.0	3	3
Cc1ccc(-c2nc(=S)c3c(n2CC2CCCO2)CC(C)(C)OC3)cc1 (stereo not given)	-0.4	3	-0.1	20	-1	1	0.7	3	0
COc1ccc2[nH]cc(C(=O)CN3CCN(C/C=C/c4ccccc4)CC3)c2c1	-9.3	38	1.8	33	1	-4	0.6	6	0
CC(=O)NS(=O)(=O)c1ccc(NC(=O)NC2CCCCC2)cc1	-2.3	20	0.9	5	1	-4	0.4	3	-3
O=C(/C=C/c1ccccc1)N1CCN(c2cccc(Cl)n2)CC1	-0.8	1	0.1	13	-1	3	0.8	1	0
CCOC(=O)NNC1CC(=O)N(c2ccc(OC)cc2)C1=O (stereo not given)	-1.2	10	0.7	-23	-1	0	-1.2	3	1
COCC(C)OC(=O)c1c(N)n(CCCN2CCOCC2)c2nc3ccccc3nc12 (stereo not given)	4.1	23	-0.2	0	-1	-9	0.0	-1	-4
NC(=O)c1ccc(N2CCN(S(=O)(=O)c3ccccc3)CC2)c([N+](=O)[O-])c1	-10	47	5.9	20	-1	-7	10	38*	36*
O=C(NCc1nc2ccccc2[nH]1)C1=C[C@H](c2ccc(Br)cc2)C[C@H](OCc2ccc(CO)cc2)O1	0.1	48	0.6	9	5	-20	-2.5	-1	2

Next structures follow:
Structure	TNF death inh	CHOP inh	TRPML3 agonist	PPC-1+TRAIL kill	Wee1 stabilizer	RBBP9 inhibitor	TRPN1 ag	BaF3 tox	Ba/F3 V617F tox
CCOC(=O)c1cnn(C(=O)c2ccccc2)c1N	0.6	-2	-0.3	32	0	-6	1.3	5	3
COCCOC(=O)C1=C(C)N(Cc2ccccc2)C(=O)NC1c1cccc(OC)c1OC (stereo not given)	0.5	33	0.2	-2	4	-4	-0.9	5	-1
O=Cc1cccn1-c1ccc(O)cc1	1.2	20	0.8	x	0	-3	-0.9	1	-4
COc1cccc(NS(=O)(=O)CC23CCC(CC2=O)C3(C)C)c1 (stereo not given)	1.0	27	0.3	18	5	-3	-0.6	3	-1
Cc1cccc(Nc2nc(-c3ccncc3)cs2)c1	2.8	11	-1.4	-41	0	-8	-2.2	21	-3
O=C1CC[C@@H](CN(Cc2ccccn2)Cc2nc(Cc3ccccc3)no2)N1	0.5	-11	1.5	5	0	1	0.7	3	2
O=C(O)COc1ccccc1/C=N/NC(=O)CSc1nc2ccccc2n1Cc1ccc(Cl)cc1	1.9	7	-0.8	30	2	-11	-0.8	5	-7
CCn1c(SCC(=O)NCCc2ccc(Cl)cc2)nnc1-c1cccs1	-0.1	25	-0.8	4	3	3	1.8	5	-1
O=C(COc1cccc2cccnc12)NNC(=O)Nc1ccccc1	3.1	11	0.0	14	4	-4	-1.4	2	1
O=C(NCCCN1CCc2ccccc2C1)C1CCN(c2nnc(-n3cccc3)s2)CC1	-1.9	48	-0.4	16	1	-8	-0.9	8	4
Cc1cc(CNC(=O)Cc2ccc(F)cc2)c2ccccc2n1	1.7	7	-0.6	13	-2	-5	-0.5	2	-5
CC(C)OCCCNC(=O)c1cc(Sc2ccc(F)cc2)nc2ccccc12	-0.2	27	0.1	22	-2	-3	2.4	4	-1
COc1ccccc1N1CCN(S(=O)(=O)/C=C/c2ccccc2)CC1	0.1	29	0.0	3	3	-1	-1.9	0	1
Cn1c(=O)c2c(ncn2CC(=O)N2CCN(c3ccccc3)CC2)n(C)c1=O	0.4	21	0.4	18	-2	-9	1.6	0	-2

Entries above that have a cyano group:
Structure	TNF death inh	CHOP inh	TRPML3 agonist	PPC-1+TRAIL kill	Wee1 stabilizer	RBBP9 inhibitor	TRPN1 ag	BaF3 tox	Ba/F3 V617F tox
N#Cc1ccsc1NC(=O)COC(=O)c1cc2ccccc2cc1O	1.8	57	0.4	8	-1	-5	1.8	8	3
CO/N=C/c1cccn1-c1nccc(N(C)C)c1C#N	-1.0	5	0.6	3	1	-11	0.6	4	5
